Screening data (PubChem)
PV pol inh = poliovirus RdRp elongation inhibitors, primary screen, biochemical, fluorescence polarization, total intensity. Genome polyprotein (Poliovirus type 1 (strain Mahoney)), P03300. poliovirus polymerase elongation; hits give low values. % elongation, % (compound at 16.7 µg/mL). 0.66% of 150,000 active; in the data active means % elongation below about 90%; further: some results filed as inactive read as strong as hits
Target sequence (P03300 1749-2209 limits assumed): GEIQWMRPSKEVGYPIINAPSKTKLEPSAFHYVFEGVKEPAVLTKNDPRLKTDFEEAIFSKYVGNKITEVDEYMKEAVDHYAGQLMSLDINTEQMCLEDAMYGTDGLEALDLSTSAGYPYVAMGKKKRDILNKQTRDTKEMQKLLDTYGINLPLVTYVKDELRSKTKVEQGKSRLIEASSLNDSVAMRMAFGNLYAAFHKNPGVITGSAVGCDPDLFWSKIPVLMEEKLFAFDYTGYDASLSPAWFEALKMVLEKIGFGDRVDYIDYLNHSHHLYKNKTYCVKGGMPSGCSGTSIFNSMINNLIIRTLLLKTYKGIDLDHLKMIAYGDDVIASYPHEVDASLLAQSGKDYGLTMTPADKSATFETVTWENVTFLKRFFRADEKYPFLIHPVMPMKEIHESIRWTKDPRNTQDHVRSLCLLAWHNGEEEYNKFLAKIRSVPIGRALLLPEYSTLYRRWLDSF
PV pol inh FP z-score = further read-out of PV pol inh, marked with its call; z-score; measured here: FP z-score; hits read low
* hit, by the source's call.

SMILES | PV pol inh | PV pol inh FP z-score
Cc1cc2c(cc(C(=O)NCCCN3CCOCC3)n2Cc2ccc(Cl)cc2)o1 | 102 | 0.6
CCc1ccc(Nc2cc(=O)oc3ccccc23)cc1 | 102 | 0.1
NNc1ccc2nnc(C(F)(F)F)n2n1 | 104 | 0.8
O=C(CCc1c(-c2ccc(F)cc2)[nH]c2ccc(F)cc12)N1CCN(C2CCS(=O)(=O)C2)CC1 (centres undefined) | 101 | -0.4
CCc1ccccc1Nc1nn2c(=O)c3ccc(C(=O)NCC4CCCO4)cc3nc2s1 (centres undefined) | 106 | 2
CC1CCCCN1C(=O)Nc1cn(C)c(=O)c2ccccc12 (centres undefined) | 99 | -0.9
Cc1ccc(Cn2cc(CCCC(=O)N3CCCC3)c3ccccc32)cc1 | 104 | 0.1
COc1ccccc1C(=O)Nc1ccc2nc(C)sc2c1 | 102 | 0.2
CCN(CC)c1ccc(N=Cc2ccc3ccccc3n2)cc1 | 143 | 3.5
C=CCSc1nc2c(c(=O)[nH]1)C(c1ccccc1)C(C(=O)OCC)=C(N)O2 (centres undefined) | 102 | -0.1
CC(C)C(NS(=O)(=O)c1ccc2c(c1)OCCO2)C(=O)OCc1nc2ccsc2c(=O)[nH]1 (centres undefined) | 109 | 0.7
CCCCN(CC)C(=O)CSc1nc2c(sc3ccccc32)c(=O)n1CCc1ccccc1 | 99 | -1.7
CCOC(=O)c1cc(-c2ccc(Cl)cc2)[nH]c(=O)c1C#N | 109 | 0.5
CN1C=CC=C/C1=C(/C#N)C(=O)Nc1ccc(Cl)cc1 | 107 | 0.4
CCOc1ccc(/C=C(\C#N)C(=O)NCc2ccco2)cc1OC | 103 | 0.3
N#Cc1c(-n2ncnc2-c2cccc(Cl)c2)sc2c1CCCCC2 | 105 | 0.1
CCCCN(C)C(=O)c1c[nH]c2ccc(S(=O)(=O)Nc3ccc(OCC)cc3)cc2c1=O | 98 | -0.8
COc1cc(C(=O)Cc2nccn2C)cc(OC)c1OC | 109 | 0.6
O=C(CN1CCOCC1)NN1C(=O)c2cccc3cccc(c23)C1=O | 100 | 0
Cc1c(NC(=O)c2cc(-c3cccc(O)c3)on2)c(=O)n(-c2ccccc2)n1C | 102 | -0.2
O=C(CO)Nc1cccc(NC(=O)CO)n1 | 102 | 0.6
Nc1cc(=O)[nH]c(Nc2ccc(Oc3ccccc3)cc2)n1 | 100 | -1
CC(C)NC(=O)Cn1nnc(-c2ccc(Cl)cc2)n1 | 101 | -0.5
COc1cc2c(cc1OC)C(c1cccs1)N(C(=O)c1cccs1)CC2 (centres undefined) | 100 | -0.4
O=C(Cc1cccs1)NC1CCCCCC1 | 102 | 0.1
Cc1cc2c(cc1C)CN(c1cccc(C(=O)N/N=C/c3ccco3)c1)C2 | 105 | 0.5
CN(C)S(=O)(=O)c1cccc(C(=O)C2=C3SC=C(c4ccccc4)N3CC2)c1 | 45 | -6.2
COc1ncnc2oc(C)c(C(=O)Nc3cccc(Cl)c3)c12 | 101 | 0.5
CCOC(=O)c1cc(-c2ccccc2)n(CCCC(=O)Nc2ccc(C)c(Cl)c2)c1C | 102 | -0.5
Cc1nc2ccc(Cl)cc2nc(C)/c1=N\O | 102 | -0.1
O=C(COc1ncnc2sc(-c3ccccc3)cc12)N1CCNC1=O | 101 | -0.2
O=C(c1ccc(C(F)(F)F)cc1)N1CCCCC1 | 98 | -0.4
C[n+]1cn(CC(=O)Nc2ccccc2)c2ccccc21 | 100 | -0.7
N#CCn1c(=O)c2c(ncn2Cc2ccccc2)n(Cc2ccccc2)c1=O | 101 | -0.3
C=CCc1cccc(C)c1OCCCN1CCC(C)CC1 | 102 | 0.1
COC(=O)C1=CN(C(C)C)C=C(C(=O)OC)C1c1ccc(OC)cc1 | 103 | 1.1
CC1(C)CC(=O)C(Sc2nnc(-c3ccc(O)cc3)n2CC2CCCO2)C(=O)C1 (centres undefined) | 104 | 0.9
COc1cc(NC(=O)C(Sc2nc(C)cc(C)c2C#N)c2ccccc2)c(OC)cc1Cl (centres undefined) | 104 | -0.1
O=c1[nH]c2ccc(NCc3ccc(-c4ccccc4F)o3)cc2[nH]1 | 109 | 0.5
Cc1cc2c(o1)-c1c(oc3ccccc13)CCC2(C)c1ccccc1 (centres undefined) | 105 | 0.2
O=C(NCc1ccccc1Br)c1cnc2sc(N3CCCCCC3)nn2c1=O | 112 | 0.5
CCOC(=O)c1c(-c2ccc(OC)c(OC)c2)csc1NC(=O)c1ccc(F)cc1 | 108 | 0.8
NC(=O)c1nn(CC(=O)N2CCCSc3ccccc32)c(=O)c2ccccc12 | 101 | 0.1
Cc1cc(C#N)c(C)n1CCCn1ccnc1 | 104 | 0.2
Cc1cccc(C)c1OC(=O)CSc1nnc(CNC(=O)c2ccccc2)o1 | 99 | -1.4
O=c1c2c3c(sc2ncn1CCc1ccccc1)CCCC3 | 99 | -0.7
CNS(=O)(=O)c1cc(OC)ccc1OC | 103 | 1.2
O=C(c1ccc2c(c1)OCCO2)N(Cc1cccnc1)c1nc2ccc(F)cc2s1 | 103 | -1.1
Cc1c(CN(C)C)c2c(n1C)C(=O)c1ccc(Br)cc1-2 | 99 | -0.3
Cc1ccc(Cl)c2sc(NC(=O)CS(=O)(=O)c3ccc(Cl)cc3)nc12 | 110 | 0.6

Remaining list, next part.
SMILES | PV pol inh | PV pol inh FP z-score
CC1CC(C)CN(C(=O)c2cc3cccnc3n(Cc3ccccc3)c2=O)C1 (centres undefined) | 111 | 0.5
CCOC(=O)c1ccccc1NC(=O)C1CCN(c2ncnc3c2nc2n3CCCCC2)CC1 | 105 | -0.3
CC(NC(=O)c1c(O)nc2ccccn2c1=O)c1ccccc1 (centres undefined) | 108 | 1.1
C=CCS(=O)(=O)c1nc2ccccc2s1 | 98 | -1.9
CC1CCN(c2c(N)cccc2Cl)CC1 | 100 | -0.3
OC(CNCc1ccc2c(c1)OCO2)COc1ccc(-c2csnn2)cc1 (centres undefined) | 109 | 1.5
CCc1nn(CC(=O)NCc2ccco2)c(=O)c2cc3c(OC)cccc3n12 | 102 | -1.5
C=CCN(CC=C)C(=S)Nc1ccc2c(C)cc(=O)oc2c1 | 102 | 0.9
Cc1cc2c(c3oc(=O)c4ccccc4c13)CN(Cc1ccc(F)cc1)CO2 | 100 | -1.6
COc1ccc(OC)c(NC(=O)C(NS(=O)(=O)c2ccc3c(c2)CCCC(=O)N3)C(C)C)c1 (centres undefined) | 104 | -0.6
CCOC(=O)c1c(NC(=O)c2ccc(S(=O)(=O)N3CCCC(C)C3)cc2)sc2c1CCN(C(C)C)C2 (centres undefined) | 143 | 6.3
Cc1nnc2sc(-c3cc4ccccc4o3)nn12 | 102 | -0.1
COc1cccc(CCNC(=O)c2cnc3sc(N4CCCC4)nn3c2=O)c1 | 107 | -0.9
CCSc1nnc(NC(=O)/C=C/c2ccc3c(c2)OCCO3)s1 | 85* | -3.6*
CCCn1c(C)cc(/C=C(\C#N)C(=O)Oc2c(C)ccc(C)c2C)c1C | 108 | 1.2
COc1ccc(C(=O)N[C@H](C(=O)N2CCN(S(=O)(=O)c3ccc(Cl)cc3)CC2)C(C)C)cc1 | 105 | 0.2
COC(=O)C1=NNC(C(=O)c2ccco2)C1c1ccc(OC)cc1 (centres undefined) | 101 | 0
N#CC1=C(N)C(C#N)(C#N)C(c2cccs2)C2CCCC=C12 (centres undefined) | 101 | -0.3
N=C1/C(=C\c2cn(CCOc3ccccc3Cl)c3ccccc23)C(=O)N=C2SC=NN12 | 72 | -7.6
O=C(CN1C(=O)CSC1=O)NCc1ccccc1 | 99 | -0.8
Cc1onc(-c2c(Cl)cccc2Cl)c1N | 103 | -0.2
CCCC(=O)N1CCc2cc(OC)c(OC)cc2C1COc1ccccc1OC (centres undefined) | 106 | -0.1
Cc1ccc(CNC(=O)CC(C)CC2=NS(=O)(=O)c3ccccc3N2)cc1 (centres undefined) | 96 | -2.3
CN(C)CC(=O)C12CC3CC(CC(C3)C1)C2 | 102 | 0.1
CCN(C(=O)CCS(=O)(=O)c1ccc2c(c1)oc(=O)n2C)c1ccc(OC)cc1 | 108 | 0
CC1=CCC(C(=O)O)C(C(=O)O)C1 (centres undefined) | 97 | -0.2
COc1ccc(C)cc1NC(=O)C1CCN(S(=O)(=O)c2c(C)noc2/C=C/c2ccco2)CC1 | 105 | 0.2
CCC(=O)c1ccc(N2CCN(C(=O)c3ccco3)CC2)c(F)c1 | 100 | -0.3
Cc1ccc(C)c(OCC(=O)OCn2nnc3ccccc3c2=O)c1 | 102 | 0
Cc1cccc(NC(=O)Cn2c(=O)n(Cc3ccccc3)c(=O)c3sc4ccccc4c32)c1 | 105 | -0.2
C=CCOC(=O)COc1ccc(Oc2ccccc2)cc1 | 94 | -0.7
Cc1ccc(NC(=O)Cc2ccc(-n3c(C)nc4cccnc43)cc2)c(Cl)c1 | 118 | 1.9
Cc1cccc(NC(=O)C2=CC(=O)C3C=CC=CC3O2)c1C (centres undefined) | 103 | 0.7
O=C(CSc1nc(-c2ccccc2)nc2cc(=O)[nH]n12)Nc1ccccc1 | 98 | -0.7
CCN(CC)C(=O)C1=C(C)N=C2SC(C#N)=C(N)N2C1c1ccc(Cl)cc1 (centres undefined) | 104 | 0.6
Cc1cc2occ(CC(=O)O)c2cc1C(C)C | 100 | -0.4
CCc1nc2ccc(C(=O)NCc3ccc(SC)cc3)cc2nc1CC | 106 | 0.1
O=C(NC1=NCCS1)c1cc2nc(Nc3ccccc3)sc2s1 | 105 | 0.3
O=C1Nc2ccc(S(=O)(=O)N3CCCC3C(=O)O)c3cccc1c23 (centres undefined) | 98 | -0.6
Oc1[nH]c2ccccc2c1N=NC1=NCCC1 | 101 | 0.1
CC(C)CNc1nc(-c2ccccc2)cs1 | 102 | 0
O=C(c1cccc(N2CCCS2(=O)=O)c1)N1CCN(c2ccccc2)CC1 | 102 | 0.6
Cc1nn(-c2ccccc2)c(=O)c2ccccc12 | 98 | -0.5
CS(=O)(=O)N(Cc1ccccc1Cl)c1ccc(C(=O)Nc2ccc3c(c2)OCO3)cc1 | 102 | 0.2
CC1CCCCN1CCCNC(=O)Nc1ccc(Cl)cc1 (centres undefined) | 106 | 0.4
CC12CCC(C(=O)N3NC(=O)[C@@H](c4ccccc4)[C@@H]3c3ccccc3)(OC1=O)C2(C)C (some centres undefined) | 105 | 0.3
Cc1ccccc1OCc1nnc(SCC(N)=O)n1C | 102 | 0.1
O=C(Nc1cccc(O)c1)c1cc2nc(-c3ccc(Br)cc3)cc(C(F)(F)F)n2n1 | 99 | -1.5
O=S1(=O)N(Cc2ccccc2)CCCN1Cc1cccc(Cl)c1 | 101 | -1.2
Cc1cccc(NC(=O)Cn2nnc(C(=O)NCc3ccc4c(c3)OCO4)c2N)c1C | 106 | 1.3

More compounds
SMILES | PV pol inh | PV pol inh FP z-score
CCOC(=O)c1c(C)c(-c2ccccc2)n(CC(=O)N(CC)CC)c1C | 100 | -0.8
O=C(CN1CCOCC1)N(c1ccccc1)c1ccc2ccccc2c1 | 102 | 0.1
Cc1ccc(C)c(C(=O)COC(=O)/C=C/c2ccccc2Cl)c1 | 101 | -0.1
Fc1cccc(Cl)c1Cn1c(-c2cccs2)nc2ccccc21 | 104 | -0.4
CC1CCc2cc(F)ccc2N1C(=O)Nc1ccccc1 (centres undefined) | 100 | -0.1
CC(C)n1nccc1N | 102 | 0.2
CCCN(CCC)Cc1nnc(-c2cccc(Br)c2)o1 | 102 | -0.8
NS(=O)(=O)c1ccc(NC(=O)C2CC2)cc1 | 104 | 0.1
Cc1ccc(C)c(N2CCN(c3nc4ccccc4c(=O)n3-c3ccc(Cl)cc3)CC2)c1 | 103 | -0.2
Cc1ccc2oc(-c3cccc(NC(=O)Cc4ccc(Cl)cc4)c3)nc2c1 | 111 | 0.7
Cc1ccc(NC(=O)c2ccsc2)cc1NS(C)(=O)=O | 106 | 0.7
CCOc1ccc2c(c1)c(=O)c1cccnc1n2Cc1ccccc1C | 102 | -0.1
COc1ccc(OC)c(C2C(C(N)=O)=C(C)Nc3nc(-c4cccc(Cl)c4)nn32)c1 (centres undefined) | 105 | 0

Structural class: the compounds so far containing an aryl methoxy group (18)
SMILES | PV pol inh | PV pol inh FP z-score
COc1ccccc1C(=O)Nc1ccc2nc(C)sc2c1 | 102 | 0.2
CCOc1ccc(/C=C(\C#N)C(=O)NCc2ccco2)cc1OC | 103 | 0.3
COc1cc(C(=O)Cc2nccn2C)cc(OC)c1OC | 109 | 0.6
COc1cc2c(cc1OC)C(c1cccs1)N(C(=O)c1cccs1)CC2 (centres undefined) | 100 | -0.4
COc1ncnc2oc(C)c(C(=O)Nc3cccc(Cl)c3)c12 | 101 | 0.5
COC(=O)C1=CN(C(C)C)C=C(C(=O)OC)C1c1ccc(OC)cc1 | 103 | 1.1
COc1cc(NC(=O)C(Sc2nc(C)cc(C)c2C#N)c2ccccc2)c(OC)cc1Cl (centres undefined) | 104 | -0.1
CCOC(=O)c1c(-c2ccc(OC)c(OC)c2)csc1NC(=O)c1ccc(F)cc1 | 108 | 0.8
CNS(=O)(=O)c1cc(OC)ccc1OC | 103 | 1.2
CCc1nn(CC(=O)NCc2ccco2)c(=O)c2cc3c(OC)cccc3n12 | 102 | -1.5
COc1ccc(OC)c(NC(=O)C(NS(=O)(=O)c2ccc3c(c2)CCCC(=O)N3)C(C)C)c1 (centres undefined) | 104 | -0.6
COc1cccc(CCNC(=O)c2cnc3sc(N4CCCC4)nn3c2=O)c1 | 107 | -0.9
COc1ccc(C(=O)N[C@H](C(=O)N2CCN(S(=O)(=O)c3ccc(Cl)cc3)CC2)C(C)C)cc1 | 105 | 0.2
COC(=O)C1=NNC(C(=O)c2ccco2)C1c1ccc(OC)cc1 (centres undefined) | 101 | 0
CCCC(=O)N1CCc2cc(OC)c(OC)cc2C1COc1ccccc1OC (centres undefined) | 106 | -0.1
CCN(C(=O)CCS(=O)(=O)c1ccc2c(c1)oc(=O)n2C)c1ccc(OC)cc1 | 108 | 0
COc1ccc(C)cc1NC(=O)C1CCN(S(=O)(=O)c2c(C)noc2/C=C/c2ccco2)CC1 | 105 | 0.2
COc1ccc(OC)c(C2C(C(N)=O)=C(C)Nc3nc(-c4cccc(Cl)c4)nn32)c1 (centres undefined) | 105 | 0

Not all compounds are listed (hit frequency here may not be typical).
